Screens deposited in PubChem by National Center for Advancing Translational Sciences (NCATS).
MCF10A rereplic: inducers of DNA re-replication in MCF 10A breast cells. AID 624296. 350,000 tested, 2.9% active. Potency, µM (highest dose often 46.1 µM), for the others: at the top dose activity, positive = re-replication, usual class: activators. MCF 10A DNA re-replication, Hoechst nuclear intensity, 48 h; further: potency means the concentration at half of the fitted maximal effect; % of control where 0% means no effect; nearly all actives have a fitted effect of over 50% in size
ATXN2 expr inh: reduces ATXN2 reporter expression in HEK-293 cells; 360,000 tested, 0.72% active; Potency, µM (series often up to 57 µM), without a hit: at the top dose activity change, negative = inhibition, hits mostly inhibitors; HEK-293 ATXN2-luciferase reporter, luminescence, 24 h; AID 1745845; further: potency means the concentration at half of the fitted maximal effect; on the % scale 0 is the no-effect control and ±100 the full control effect; nearly all actives have a fitted effect of over 55% in size
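qHTS (up to 57 uM final) was run with 24 h compound exposure of reporter cells at 37 °C. Each well was multiplexed: SteadyGlo luminescence measured ATXN2-luciferase expression after a fluorogenic Gly-Phe-AFC viability readout (25 uM final).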
HepG2 tox: counter-screen for TGF-b inhibitors: cytotoxicity in HepG2 cells | Potency, µM (highest dose often 46.1 µM), for the others: top-dose activity change, negative = cytotoxicity, actives largely listed as cytotoxic | HepG2 CAGA-GFP viability, ATP luminescence, 18 h | AID 588856 | 410,000 tested, 0.76% active; further: potency means the concentration at half of the fitted maximal effect; some results filed as inactive show a strong effect at the top dose
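HepG2 CAGA-GFP cells (1000/well, DMEM with 1% FBS) received compound, then TGF-beta at 500 pg/mL final, and were incubated 18 hours at 37 degrees C. Viability was read by CellTiter-Glo luminescence. Media-only wells were set as complete cell-killing and DMSO as no toxicity.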
Nrf2 inh: blocks Nrf2 signaling; Potency, µM (highest dose often 46 µM), for the others: top-dose activity change, negative = inhibition, hits mostly inhibitors; A549 ARE-Fluc reporter, luciferase luminescence, 18-24 h; 360,000 tested, 2.1% active; AID 504444; further: potency means the concentration at half of the fitted maximal effect; on the % scale 0 is the no-effect control and ±100 the full control effect; nearly all actives have a fitted effect of over 60% in size
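Two sequential reads on A549 ARE_Fluc cells exposed to compound for 18-24 h: a CellTiter-Fluor fluorescence read for viability, then a luciferase luminescence read for Nrf2/ARE activity.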
IL-1B inflam inh: blocks inflammasome-driven IL-1 beta release; THP-1 LPS/ATP IL-1B secretion, AlphaLISA, 16 h; stronger effect = lower value; activity change, % at 57.5 µM; 360,000 tested, 4.7% active; AID 743279; in the data active means activity change below about -50%; inconclusive means mostly about -30% to -49%; further: on the % scale 0 is the no-effect control and ±100 the full control effect
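Secreted IL-1B measured by AlphaLISA bead assay after 16 h compound exposure of THP-1 cells; compounds (final up to 57.5 uM) added 1 h before LPS (250 ng/mL) and ATP (1.25 mM) stimulation; lower signal means less secretion.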
TGFb SMAD3 inh: blocks TGF-b signaling | Potency, µM (titrated, usually from 46.1 µM), inactives show at the top dose activity, negative = inhibition, usual class: inhibitors | HepG2 CAGA-GFP TGF-b/SMAD3 reporter, GFP fluorescence, 18 h; TGF-beta stimulated, 500 pg/mL final | AID 588855 | 410,000 tested, 1.2% active; further: potency means the concentration at half of the fitted maximal effect; on the % scale 0 is the no-effect control and ±100 the full control effect; nearly all actives have a fitted effect of over 65% in size
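Read-out: total well GFP (ex488/em500-530) summed from mean per-cell fluorescence. Cells: HEPG2 CAGA-GFP, 1% FBS DMEM, 18 h at 37 degrees C with 500 pg/mL final TGF-beta. Unstimulated wells served as the full-inhibition control; stimulated DMSO wells = 0%.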
Nrf2 activator: activates Nrf2 signaling. AREc32 ARE-luciferase reporter (MCF7-derived line), luminescence, 24 h. Potency, µM (series often up to 46.1 µM), inactives show at the top dose activation, usual class: activators. 410,000 tested, 0.31% active. AID 624171; further: potency means the concentration at half of the fitted maximal effect; % of control where 0% means no effect; nearly all actives have a fitted effect of over 65% in size
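For detection, Steady-Glo was added and plates sat 30 min at RT; before that, AREc32_Fluc cells grown overnight in OPTI-MEM/5% FBS had been treated with 23 nL compound for 24 hr at 37 deg C.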
A549 viability: A549 cytotoxicity, counter-screen for Nrf2 inhibitors; Potency, µM (doses to about 46 µM), for inactives: at the top dose activity change, negative = cytotoxicity, usual class: inhibitors; 390,000 tested, 0.16% active; A549 ARE-Fluc cells, CellTiter-Fluor viability, 18-24 h; further: potency means the concentration at half of the fitted maximal effect; on the % scale 0 is the no-effect control and ±100 the full control effect
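Cytotoxicity counterscreen: CellTiter-Fluor fluorescence was measured in A549 ARE_Fluc cells after 18-24 h of compound exposure in a concentration series. The subsequent BugLite luminescent read reports ARE-luciferase activity.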
ATXN viability: viability counter-screen for ATXN expression inhibitors | S2 cells (HEK-293 line with an ATXN2-luciferase reporter) viability, CellTiter-Fluor protease fluorescence, 24 h | Potency, µM (doses to about 56.7 µM), most hits filed as cytotoxic | 400,000 tested, 0.49% active; further: potency means the concentration at half of the fitted maximal effect; nearly all actives have a fitted effect of over 40% in size
* marks the source's active call; other numbers are inactive results; i = inactive; u = inconclusive; x = not tested or not shown; & = joins results of further samples; [ ] = another dose, or the depositor's remark. Unless noted, the call rests on the fitted dose curve; in most records, active means well fitted curve in the direction sought with a large enough effect; inconclusive means small, poorly fitted or top-dose-only effect, or another doubt; inactive means no such curve, though single readings can be large; an effect the other way counts as inactive or inconclusive.

Below each SMILES – MCF10A rereplic	ATXN2 expr inh	HepG2 tox	Nrf2 inh	IL-1B inflam inh	TGFb SMAD3 inh	Nrf2 activator	A549 viability	ATXN viability
Cc1nc2cc(NC(=O)c3ccc(N4C(=O)CCC4=O)cc3)ccc2s1
→ 0%	x	-5%	-24%	3	-12%	0.1%	0%	i
O=C(O)CCN1C(=O)c2ccc(NC(=O)c3cccs3)cc2C1=O
→ 21µM*	-6%	4%	6%	0	6%	-0.1%	-4%	i
CS(=O)(=O)N(CC(=O)NCCC1=CCCCC1)c1ccc2c(c1)OCO2
→ -6%	1%	-3%	2%	-11	3%	-0.4%	-4%	i
O=C(Nc1cccc(C(F)(F)F)c1)c1cccc2c(-c3cccnc3)coc12
→ x	u	-42%	x	u	-25%	0.7%	x	u
O=C(Nc1nnc(SCc2ccc(F)cc2)s1)C1CC(=O)N(Cc2ccccc2)C1 (stereo not given)
→ u	-24%	4%	-18%	-8	-5%	-0.2%	-5%	u
C[C@@H]1COC(=O)[C@H](Cc2ccc(F)cc2)C/C=C\C[C@@H](CC(=O)N[C@H](CO)Cc2ccccc2)C(=O)N1
→ -6%	7%	-3%	0%	-4	u	0.4%	1%	i
O=c1c2oc3ccccc3c2n(Cc2cccc(C(F)(F)F)c2)c(=O)n1Cc1ccc2c(c1)OCO2
→ x	x	-21%	19%	x	-13%	0.5%	12%	x
COc1ccc(Cl)cc1N1C(=O)C2CCCN2C1c1ccccc1F (stereo not given)
→ 1%	-9%	-8%	0%	43	-11%	3.1%	7%	i
CCOc1ccccc1C(=O)NC(C(=O)N(C)c1c(N)n(Cc2ccccc2)c(=O)[nH]c1=O)C(C)C (stereo not given)
→ 0%	0%	2%	2%	13	-28%	-0.4%	0%	i
Cc1cc(Oc2nc3c(C)cccn3c(=O)c2/C=C(\C#N)S(=O)(=O)c2ccc(Cl)cc2)ccc1Cl
→ u	-11%	-7%	8%	-10	-1%	2.8%	7%	i
C=CCNc1nc(Nc2ccc([N+](=O)[O-])cc2)nc(N2CCCC2)n1
→ 3%	-23%[11.3 µM]	-2%	u	-63*	-18%	2.7%	-13%	i
COc1c(F)c(F)c(C(=O)Nc2ccccc2N2CCN(C(C)=O)CC2)c(F)c1F
→ 0%	-4%	-23%	x	13	-8%	5.8%	-10%	i
CCc1nc(C)ccc1OCC(=O)N1CCc2c([nH]c3ccccc23)C1c1ccccn1 (stereo not given)
→ 2%	-3%	-2%	-16%	u	u	3.8%	2%	i
Cc1ccc(OCc2occc2C(=O)O)cc1
→ -1%	14%	-5%	u	1	-3%	-0.2%	1%	i
O=C(NC1CCCC1)C(c1cccs1)N(C(=O)c1csnn1)c1ccccc1F (stereo not given)
→ -5%	32%	-3%	-21%	5	7%	0.3%	-28%	i
Cc1ccc(NC(=O)CCS(=O)(=O)c2cccc3nonc23)cc1
→ 0%	2%	-30%	15%	-12	-10%	3.6%	5%	i
COc1ccccc1NC(=O)COC(=O)CN1C(=O)C(=O)c2ccccc21
→ -11%	-6%	13%	12%	-10	-1%	0.5%	0%	i
CCC(CO)Oc1cc(NCc2cccc(OC)c2)c2ncn(C(C)C)c2c1 (stereo not given)
→ 2%	-24%	-30%	-5%	-4	-4%	-3.6%	-6%	u
O=c1c(Cc2c(F)cccc2Cl)c(O)ccn1C1CCCCCC1
→ 0.18µM*	-13%	-25%	14%	u	-20%	-0.7%	0%	i
C=CCNc1ncnc2c1[nH]c1ccccc12
→ 5%	-20%	0%	u	-54*	-5%	27%	-13%	i

Going on with the list:
Below each SMILES – MCF10A rereplic	ATXN2 expr inh	HepG2 tox	Nrf2 inh	IL-1B inflam inh	TGFb SMAD3 inh	Nrf2 activator	A549 viability	ATXN viability
Cc1ccccc1N1CCN(S(=O)(=O)CC23CCC(CC2=O)C3(C)C)CC1 (stereo not given)
→ u	-21%	-30%	-9%	60	-21%	0.4%	-6%	i
CCCNc1ccc(S(=O)(=O)N(CC)CC)cn1
→ 1%	-20%	-18%	17%	3	10%	-0.1%	4%	i
O=C(CSc1ncn(-c2ccccc2)n1)NCc1ccccc1
→ -5%	4%	-18%	4%	-15	-10%	0.4%	-6%	i
CN(C)c1ccc(C2C3CCCc4ccccc4C3=NN2C)cc1 (stereo not given)
→ -1%	27%	-18%	u	26	-7%	6.2%	-6%	x
CCOC(=O)C(NC(=O)CC)C(O)c1cccc([N+](=O)[O-])c1 (stereo not given)
→ 0%	1%	1%	1%	23	-11%	-1.3%	11%	i
CCOCCCNS(=O)(=O)c1ccc(NC(=O)CN2C(=O)c3ccccc3C2=O)cc1
→ -19%	-7%	-2%	7%	-19	1%	0.2%	5%	i
CCCN(CCC)c1nc(N)nc(-c2cc(Cl)ccc2OC)n1
→ 1%	-9%	-31%	-24%	u	-25%	4.5%	2%	i
O=C(CNC(=O)c1ccc2ccccc2c1)NCc1ccc(F)cc1
→ 10%	u	-6%	-24%	3	-2%	0.6%	1%	i
COC(=O)c1ccc(NC(=O)CN2C(=O)c3ccccc3S2(=O)=O)cc1
→ 0%	-27%	1%	-9%	5	1%	-1.0%	1%	i
O=C(CNC(=O)C1COc2ccccc2O1)N/N=C\c1ccc(Br)cc1 (stereo not given)
→ -1%	-12%	-17%	9%	-12	-18%	-0.2%	0%	i
CCOc1ccccc1-n1c(C)cc(C=O)c1C
→ -1%	-3%	-4%	5%	33	-1%	-0.9%	14%	x
CCC(=O)C1=C(c2ccc(OC)c(OC)c2)N(C(=O)CC)n2c(CC)nnc2S1
→ x	x	-55%	23µM*	x	u	7.9%	-8%	x
CCCC/C(O)=C1\C(=O)CC(C)(C)CC1=Nc1ccccc1OC
→ u	-12%	-4%	u	0	-16%	0.4%	-2%	i
Cc1ccccc1Cn1c(CCCNC(=O)C2CCCCC2)nc2ccccc21
→ x	-24%	-17%	-16%	x	u	6.9%	-7%	i
Cc1ccc(CNC(=O)C2CCCN(S(=O)(=O)c3cccc4nsnc34)C2)cc1 (stereo not given)
→ x	12%	-2%	1%	x	-11%	-0.4%	5%	i
CCOC(=O)C1=CCN(S(=O)(=O)c2ccccc2F)C1c1ccccc1 (stereo not given)
→ x	-14%	-4%	x	47	u	1.1%	x	u
O=C(CNC(=O)c1ccncc1)N/N=C/c1ccc(O)cc1O
→ 21%	x	-7%	0%	6	-6%	-0.4%	-2%	i
CC(=O)N1c2ccc(S(=O)(=O)N3CCC(C(=O)N4CCC(C)CC4)CC3)cc2CC1C (stereo not given)
→ 0%	0%	11%	u	u	-21%	-0.5%	-3%	i
CCOc1ccc(C2SCC(=O)N2c2c(C)n(C)n(-c3ccccc3)c2=O)cc1 (stereo not given)
→ -6%	4%	5%	16%	-2	3%	0.3%	-5%	i
CCOC(=O)C1=C(C)C2C3C(=O)N(c4cc(C)ccc4C)C(=O)C3C1(C)C1C(=O)N(c3cc(C)ccc3C)C(=O)C21 (stereo not given)
→ -4%	-6%	-46%	0%	-5	-23%	2.2%	-17%	u

Later entries
Below each SMILES – MCF10A rereplic	ATXN2 expr inh	HepG2 tox	Nrf2 inh	IL-1B inflam inh	TGFb SMAD3 inh	Nrf2 activator	A549 viability	ATXN viability
Cc1nc2c(C)cccn2c(=O)c1NC(=O)c1ccc2c(c1)OCO2
→ 2%	3%	-32%	16%	-5	24%	0.4%	6%	i
c1ccc(OCc2nnc3n2CCCCC3)cc1
→ 7%	6%	2%	-12%	0	7%	0.2%	0%	i
COc1ccc(NC(=O)CN2C(=O)COc3ccc(S(=O)(=O)N4CCCCC4)cc32)cc1OC
→ -1%	2%&12%	13%&-3%	-1%	-4	1%&-16%	-0.3%&-0.3%	-9%&5%	u
Cc1ccc(C(=O)OCC(=O)Nc2sc3c(c2C#N)CCCCC3)cc1NC(=O)c1ccco1
→ 27%	26%	-25%	6%	11	u	0.5%	-2%	i
CCCc1nnc(NC(=O)c2nc(S(=O)(=O)Cc3ccc(C)cc3)ncc2Cl)s1
→ 3.7µM*	u	-111%&-109%	21%&14%	-96*	u	11%&-3.4%	u	x
COc1ccc(-c2noc(-c3ccc(N4CCN(C)CC4)c([N+](=O)[O-])c3)n2)cc1
→ x	20%	-39%	u	x	-2%	4.3%	-7%	i
Cc1ccc(NC(=O)c2ccc(N3CCOCC3)c([N+](=O)[O-])c2)cc1S(=O)(=O)N1CCOCC1
→ 1%	u	-6%	9%	-78*	-9%	0.4%	-2%	u
CCOC(=O)N1CCN(C(=O)Cn2cnc3ccccc3c2=O)CC1
→ 2%	1%	12%	-15%	18	3%	-0.1%	1%	i
Cc1ccc(C)c(S(=O)(=O)N2CCN(C(=O)c3ccc(-n4cncn4)c([N+](=O)[O-])c3)CC2)c1
→ -1%	-2%	-7%	-2%	-1	-2%	-0.2%	-16%	i
CCNc1nc(-c2ccc(OC(F)F)cc2)c(C)s1
→ 0%	17%	-14%	u	0	0%	5.0%	9%	i
Cc1nn(C(C)C(=O)NC2CCC(C)CC2)c(=O)c2cc3sccc3n12 (stereo not given)
→ x	x	-2%	12%	x	4%	2.0%	1%	x
Cn1c(C(=O)N(Cc2ccccc2)Cc2ccccn2)cc2sccc21
→ 1%	-11%	-10%	x	-8	-2%	-0.5%	2%	i
O=C1CCC(C(=O)N2CCCCO2)CN1Cc1cccc(C(F)(F)F)c1 (stereo not given)
→ 1%	6%	-1%	23%	6	-1%	2.2%	-1%	i
CCOc1c(OC(C)=O)ccc(/C=C/c2ccc3cccc(OC(C)=O)c3n2)c1[N+](=O)[O-]
→ u	-1%	-74%	5%	-3	13µM*	u	-28%	u

Individual results from the results shown:
Cc1ccc(NC(=O)c2ccc(N3CCOCC3)c([N+](=O)[O-])c2)cc1S(=O)(=O)N1CCOCC1 | MCF10A rereplic: 1%
CCOC(=O)N1CCN(C(=O)Cn2cnc3ccccc3c2=O)CC1 | A549 viability: 1%
